Screening data deposited in PubChem BioAssay by National Center for Advancing Translational Sciences (NCATS).
HT1080 IDH1KD tx – kills HT-1080 cells with IDH1 knockdown. Potency, µM (doses to about 46.1 µM), for inactives: top-dose activity, negative = toxicity, actives largely listed as cytotoxic. HT-1080 IDH1 knockdown viability, ATP luminescence, 48 h. 360,000 tested, 2% active;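 note: potency is the fitted concentration of half-maximal effect; 0% = DMSO wells and -100% = cell-free medium wells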
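IDH1KD HT-1080 cells, 750/well, RPMI + 5% FBS; compound pinned after 2 h settling; 48 h, 37 °C; CellTiter-Glo luminescence; % activity normalised to DMSO and no-cell wells; curves fitted, classed by r2 and efficacy.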
IL1B secr inh – blocks inflammasome-driven IL-1 beta release; THP-1 LPS/ATP IL-1B secretion, AlphaLISA, 16 h; hits give low values; AID 743279; 360,000 tested, 4.7% active; activity change, % at 57.5 µM; in the data active = activity change below about -50%; inconclusive = mostly about -30% to -49%; note: % is set by controls: 0 for no effect and ±100 for the full control effect
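Secreted IL-1B measured by AlphaLISA bead assay after 16 h compound exposure of THP-1 cells; compounds (final up to 57.5 uM) added 1 h before LPS (250 ng/mL) and ATP (1.25 mM) stimulation; lower signal means less secretion.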
KB-V1 MDR tox – kills drug-selected multidrug resistant KB-V1 cells. Potency, µM (titrated, usually from 46.1 µM), for inactives: at the highest dose activity change, negative = cytotoxicity, usual class: cytotoxic. KB-V1 MDR cells viability, CellTiter-Glo, 72 h. 400,000 tested, 3.4% active; note: potency is the fitted concentration of half-maximal effect; % is set by controls: 0 for no effect and ±100 for the full control effect; nearly all actives have a fitted effect of over 60% in size
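Luminescent ATP read-out (CellTiter-Glo, 10 min) measures survival of drug-selected KB-V1 MDR cells after 72 h, 37 degrees C compound exposure. Medium: phenol-red-free DMEM, 10% FBS. Values from fitted concentration-response curves.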
ATXN viability – cell viability loss in ATXN counter-screen; S2 cells (HEK-293 line with an ATXN2-luciferase reporter) viability, CellTiter-Fluor protease fluorescence, 24 h; Potency, µM (doses to about 56.7 µM), usual class: cytotoxic; 400,000 tested, 0.49% active; note: potency is the fitted concentration of half-maximal effect; nearly all actives have a fitted effect of over 40% in size
HT1080NT lethal – kills 2HG-producing HT-1080-NT fibrosarcoma cells. Potency, µM (doses to about 46.1 µM), inactives show at the highest dose activity, negative = less viability, most hits filed as cytotoxic. AID 686970. 360,000 tested, 1.6% active. HT-1080-NT fibrosarcoma viability, CellTiter-Glo ATP luminescence, 48 h;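 note: NT is the 2HG producing partner of a matched IDH1 knockdown line; potency is the fitted concentration of half-maximal effect; 0% = DMSO-treated cells and -100% = media-only wells without cells; nearly all actives have a fitted effect of over 55% in size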
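Toxicity toward the 2HG-producing NT line was scored as %Activity, normalised to DMSO and no-cell wells, from CellTiter-Glo luminescence after 48 hours' treatment.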
ATXN2 expr inh – inhibitors of ATXN2 expression. 360,000 tested, 0.72% active. Potency, µM (titrated, usually from 57 µM), for the others: at the highest dose activity change, negative = inhibition, actives largely listed as inhibitors. AID 1745845. HEK-293 ATXN2-luciferase reporter, luminescence, 24 h; note: potency is the fitted concentration of half-maximal effect; % is set by controls: 0 for no effect and ±100 for the full control effect; nearly all actives have a fitted effect of over 55% in size
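ATXN2-luciferase reporter cells (luciferase flanked by upstream and downstream ATXN2 gene portions) were treated 24 h at 37 °C with compounds at up to 57 uM. SteadyGlo luminescence gave expression; GF-AFC fluorescence gave viability.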
SW480 rereplic – DNA re-replication induction in SW480 cells; SW480 DNA re-replication, Hoechst DNA content imaging, 48 h; Potency, µM (series often up to 46.1 µM), without a hit: at the top dose re-replication activation, usual class: activators; 340,000 tested, 1.8% active; AID 624297; note: potency is the fitted concentration of half-maximal effect; % of control where 0% means no effect; nearly all actives have a fitted effect of over 55% in size
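First, 250 cells per well were seeded. Next, compound or vehicle (23 nL) was pinned in, plates sat 48 hr at 37 C. Finally Hoechst was added for 40 min before fluorescence scanning.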
KB-3-1 tox – KB-3-1 parental cell cytotoxicity; KB-3-1 viability, CellTiter-Glo ATP luminescence, 72 h; Potency, µM (titrated, usually from 46.1 µM), inactives show at the top dose activity change, negative = cytotoxic, actives largely listed as cytotoxic; 400,000 tested, 1.4% active; note: potency is the fitted concentration of half-maximal effect; % is set by controls: 0 for no effect and ±100 for the full control effect; nearly all actives have a fitted effect of over 60% in size
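72 h, 37 °C compound treatment of KB-3-1 parental cells; CellTiter-Glo added, 10 min, luminescence read. Data corrected against DMSO-only plates and normalized before curve fitting.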
MCF10A rereplic – DNA re-replication induction in MCF 10a cells; AID 624296; 350,000 tested, 2.9% active; Potency, µM (doses to about 46.1 µM), for inactives: at the top dose activity, positive = re-replication, usual class: activators; MCF 10A DNA re-replication, Hoechst nuclear intensity, 48 h; note: potency is the fitted concentration of half-maximal effect; % of control where 0% means no effect; nearly all actives have a fitted effect of over 50% in size
* marks the source's active call; other numbers are inactive results; i = inactive; ? = inconclusive; · = no result given; & = joins results of further samples; [ ] = remark or other dose. Unless noted, calls come from the whole dose curve; as a rule, active = well fitted curve in the direction sought with a large enough effect; inconclusive = small, poorly fitted or top-dose-only effect, or another doubt; inactive = no such curve, though single readings can be large; an effect the other way counts as inactive or inconclusive.

Molecule | HT1080 IDH1KD tx | IL1B secr inh | KB-V1 MDR tox | ATXN viability | HT1080NT lethal | ATXN2 expr inh | SW480 rereplic | KB-3-1 tox | MCF10A rereplic
Cc1cccc(NC(=O)CCS(=O)(=O)c2ccc(Cl)cc2)c1 | -0.8% | 0.0 | 3.3% | i | 3.5% | 2.0% | 14.4% | 1.3% | -0.4%
C/C=C/c1ccc(OCC(=O)N(C)CC(=O)Nc2ccc(F)cc2)c(OC)c1 | -7.6% | -5.7 | 16.4µM* | i | -3.6% | 2.1% | -5.8% | -3.1% | -7.8%
Cc1cccn2c(=O)c3cc(C(=O)NCCN4CCOCC4)c(=N)n(CCCN4CCOCC4)c3nc12 | 0.4% | -24.8 | -0.4% | i | -5.9% | -36.2% | 1.16µM* | -35.8% | ?
CN(NS(C)(=O)=O)c1c(C#N)c(C(F)(F)F)nn1C | 13.0% | 24.4 | 6.7% | i | 7.3% | 0.1% | -8.8% | 2.0% | 2.4%
C/C=N/NC(=O)c1cc(Br)ccc1O | -8.6% | 7.6 | 10.1% | ? | -4.0% | -8.0% | -0.7% | -4.3% | -5.5%
COc1ccc(NS(=O)(=O)c2cccc3nsnc23)cc1Cl | 3.5% | -13.9 | -3.3% | ? | -0.6% | -34.4% | -4.4% | -0.3% | 0.9%
N#CN/C(=N\S(=O)(=O)c1ccccc1)c1ccccc1 | 16.9% | 31.3 | -5.4% | i | 2.5% | 8.5% | 1.5% | 5.8% | 1.3%
O=c1[nH]c2cc(F)ccc2c2ccc(F)cc12 | -17.8% | 12.9 | ? | ? | 7.3% | -3.2% | 0.7% | 0.7% | -3.7%
COc1ccc(/C=C/C(=O)OCC(=O)Nc2ccc3[nH]c(=O)[nH]c3c2)cc1OC | 4.1% | 32.8 | ? | i | 0.9% | -8.0% | -36.7%[inhibitor] | 8.4% | 0.4%
COc1ccc(C2CC(=O)Oc3c(C(C)C)ccc(C)c32)cc1 (centres undefined) | ? | 78.9 | ? | i | ? | -26.3% | ? | ? | ?
O=C(OCC(=O)N1N=C(c2ccc(Cl)cc2)CC1c1ccco1)c1ccccc1O (centres undefined) | -17.8% | -10.7 | -15.7% | i | -7.6% | -14.9% | 2.6%[9.22 µM] | ? | 5.3%
CCCN1CCC(=O)N([C@H](CSc2ccccc2)c2ccccc2)CC1 | -0.1% | 2.4 | ? | i | -7.6% | 37.6%[activator] | -1.2% | 1.6%&-6.5% | 2.2%
COc1cccc(-c2nnc(SCCOc3ccc4c(C)cc(=O)oc4c3)o2)c1 | 20.1% | -16.5 | 0.0% | i | ? | 6.4% | -0.5% | 6.2% | -0.3%
Cc1cccc(C(=O)OCC(=O)NCc2cccs2)c1 | 12.3% | 26.1 | 28.3% | i | 18.0% | 4.4% | -7.6% | 11.4% | 13.2%
Cc1ccccc1OCC(=O)OCC(=O)NC1CCCC(C)C1C (centres undefined) | -3.8% | 2.2 | 9.3% | i | 0.5% | · | · | 13.1% | ·
CCCOc1ccc(/C=C/C(=O)NC2CCCCC2)cc1OC | 10.9% | 11.4 | ? | i | -1.4% | -7.1% | -0.7% | 8.8% | ?
CCCCNC(=O)C1(O)c2ccccc2NC(=O)N1c1ccc(Cl)cc1 (centres undefined) | 12.5% | 6.2 | 26.7% | i | 8.9% | 18.8% | -8.9% | -2.2% | 0.1%
O=C1C=C(NCC2CCCO2)CC(c2ccccc2)C1 (centres undefined) | 12.4% | -10.6 | -20.5% | i | 0.0% | -5.9% | ? | 1.4% | 3.2%
O=C(NNC(=O)C12CC3CC(CC(C3)C1)C2)c1cccc([N+](=O)[O-])c1 | -9.8% | 11.5 | 10.7% | i | -6.4% | 6.3% | -1.8% | -0.9% | 1.6%
O=C(NCc1ccccn1)C1CCC(=O)N1C1CCCCC1 (centres undefined) | -0.7% | -26.0 | -16.3% | i | -4.5% | 0.0% | -1.9% | 1.1% | 6.3%
Cc1cc(/C=N/NC(=O)CC#N)c(C)n1-c1ccc([N+](=O)[O-])cc1 | -23.9% | 7.5 | 11.9% | i | -4.7% | -8.6% | -4.3% | -3.8% | 5.0%
Cc1c(C(=O)NCCSCc2c(Cl)cccc2Cl)cccc1[N+](=O)[O-] | 2.5% | -6.5 | ? | i | 0.0% | -14.6% | -2.0% | -9.7% | -41.5%[0.0737 µM]
COc1ccc(C(CC(=O)Nc2nccs2)n2cccc2)cc1 (centres undefined) | 1.7% | 5.2 | ? | i | 0.2% | 47.0%[activator] | ? | -10.1% | 8.7%
O=C(O)C1CC=C(Cl)CC1C(=O)NCc1ccccc1 (centres undefined) | -3.8% | 30.3 | 14.2% | i | -1.0% | 2.9% | -9.8% | 0.9% | ?
CC(C)CC(NC(=O)OCc1ccccc1)C(=O)NC(Cc1c[nH]c2ccccc12)C(=O)O (centres undefined) | 18.4% | 12.0 | 6.4% | i | ? | 15.2% | · | 0.0% | ·

Some of the entries so far, with two lines to a compound.
Every second line gives: HT1080 IDH1KD tx | IL1B secr inh | KB-V1 MDR tox | ATXN viability | HT1080NT lethal | ATXN2 expr inh | SW480 rereplic | KB-3-1 tox | MCF10A rereplic
- COc1ccc(C2CC(=O)Oc3c(C(C)C)ccc(C)c32)cc1 (centres undefined)
 : ? | 78.9 | ? | i | ? | -26.3% | ? | ? | ?
- O=C(OCC(=O)N1N=C(c2ccc(Cl)cc2)CC1c1ccco1)c1ccccc1O (centres undefined)
 : -17.8% | -10.7 | -15.7% | i | -7.6% | -14.9% | 2.6%[9.22 µM] | ? | 5.3%
- CCCN1CCC(=O)N([C@H](CSc2ccccc2)c2ccccc2)CC1
 : -0.1% | 2.4 | ? | i | -7.6% | 37.6%[activator] | -1.2% | 1.6%&-6.5% | 2.2%

Other results.
Molecule | HT1080 IDH1KD tx | IL1B secr inh | KB-V1 MDR tox | ATXN viability | HT1080NT lethal | ATXN2 expr inh | SW480 rereplic | KB-3-1 tox | MCF10A rereplic
CC1(C(=O)NS(=O)(=O)Cc2cccc(Cl)c2)CCN1C(=O)CCc1cccs1 (centres undefined) | 0.0% | -4.5 | 5.2% | i | -0.4% | 6.2% | · | 0.0% | ·
CCO[C@H]1OC(C(=O)NCc2ccccc2)=C[C@@H](c2ccccc2)[C@@H]1CCCO | -16.8% | 1.5 | 1.2% | ? | -24.5% | -3.9% | ? | 0.0% | ?
COc1ccc(-c2c(-c3cc(OC)cc(OC)c3)n(C)c3ccc(-c4ccc(N(C)C)nc4)cc23)cc1 | 0.0% | 38.5 | 24.5% | ? | 0.0% | -2.3% | -1.4% | -4.3% | -9.4%
CCOC(=O)c1c(NC(=O)CSc2nc(C)cc(C)c2C#N)sc(C(C)=O)c1C | -15.9% | 11.7 | -16.4% | i | ? | 11.2% | ? | ? | ?
Cc1ccc(-c2csc3ncn(CC(=O)NCC(c4ccco4)N4CCCC4)c(=O)c23)cc1 (centres undefined) | -23.4% | -17.0 | 5.4% | ? | ? | · | -15.7% | -2.6% | -2.7%
Cn1ncc(N=Cc2ccccc2)c1C(N)=O | 16.6% | 15.7 | ? | i | 20.6% | -11.5% | -1.3% | 1.4% | 1.1%
COc1ccc(NC(=O)COC(=O)c2ccc(Cl)c(S(N)(=O)=O)c2)c([N+](=O)[O-])c1 | -4.7% | -25.3 | -0.3% | i | 0.3% | -4.7% | -39.4%[inhibitor] | -3.1% | 1.1%
O=C(Oc1cc(=O)oc2c1c(=O)n1c3c(cccc23)CC1)c1ccccc1 | -6.6% | · | -13.2% | · | 3.7% | -15.0% | 34.3% | -15.8% | ?
Cc1cccc(Cc2nnc(CCC(=O)NCc3cnc4ccccn34)o2)c1 | 7.3% | 0.0 | 27.9% | i | 11.0% | 6.2% | -4.6% | 6.5% | -9.3%
COc1ccc(CCNC(=O)CSc2nnc(CNC(=O)c3cc(OC)c(OC)c(OC)c3)o2)cc1OC | 8.4% | 42.6 | -0.1% | i | 18.0% | 11.2% | 17.1% | -2.9% | 6.3%
COc1ccc(-n2nc(C(=O)Nc3cccc(C)n3)c3c4ccccc4n(C)c3c2=O)cc1 | · | · | 13.0% | i | · | 8.4% | · | -1.2% | ·
Cc1ccc2c(=O)cc(C(=O)Nc3c(C(=O)c4ccc(F)cc4)oc4ccccc34)oc2c1C | · | · | ? | i | · | -2.4% | · | -8.8% | ·
CCCCc1ccc(N=N/C(C(=O)Nc2cc(OC)c(NC(C)=O)cc2OC)=C(/C)O)cc1 | -5.8% | 22.8 | 2.0% | i | -2.2% | 5.9% | 5.2% | 28.3% | 8.2%
Cc1oc2ccc(O)cc2c1C(=O)c1ccc(Br)cc1 | ? | -19.9 | -27.6% | i | ? | 13.6% | -12.7% | -20.6% | 7.2%
Cc1cccc(NC(=O)NNC(=O)c2cc3ccccc3cc2O)c1C | -12.7% | 35.9 | 3.6% | · | -15.5% | -20.3% | -1.7% | 19.9% | ?
CSc1nc2c(c(-c3ccccc3)c1C#N)CCC2 | -8.1% | -6.2 | 6.8% | · | -3.0% | · | -11.3% | -5.8% | -0.2%
Cc1c(C(=O)N/N=C/c2c(O)ccc3ccccc23)nnn1-c1nonc1N | 0.581µM* | 139.0 | -1.0% | ? | ? | 1.58µM* | 0.731µM* | ? | -1.1%
Cn1c(N2CCC(C(N)=O)CC2)nc2c1c(=O)n(Cc1cccc(Br)c1)c(=O)n2C | -13.1% | 0.0 | 8.3% | i | -16.0% | -16.7% | -22.3% | 6.1% | 9.9%
COc1cc(CC(=O)OCC(=O)c2ccc[nH]2)cc(OC)c1OC | -1.1% | 0.0 | -17.4% | ? | 2.8% | 11.9% | -3.2% | -11.8% | ?
Cc1ccc(CNC(=O)CCS(=O)(=O)c2ccc(Br)cc2)cc1 | -2.5% | 46.4 | -2.8% | i | -2.3% | -11.8% | -7.2% | -6.6% | -1.0%
Cc1ccc(C)c(OCC(=O)Nc2ccc(S(=O)(=O)Nc3onc(C)c3C)cc2)c1 | -2.2% | 11.6 | -12.4% | i | 1.2% | 19.7% | -20.7% | -3.0% | -26.0%
COc1ccc(C2CC(c3ccc4ccccc4c3)=NN2C(=O)CNC2CCCCC2)cc1 (centres undefined) | ? | -50.9* | ? | · | 23.1µM* | · | ? | -7.9% | ?
